Screening results (PubChem)
PfGluPho inh – PfG6PD enzyme inhibitors, primary screen, biochemical, fluorescence intensity, uHTS; PfGluPho enzyme, NADPH resazurin-diaphorase fluorescence; AID 504690, 2011; 350,000 tested, 0.78% active; glucose-6-phosphate dehydrogenase-6-phosphogluconolactonase (Plasmodium falciparum 3D7); inhibition, % at 20 µM;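 active = inhibition reaching at least a set limit at 20 µM in the primary screen, cut at about 59% in these data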;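 note: 0% = DMSO wells with substrate and 100% = DMSO wells lacking glucose-6-phosphate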
SENP8 inh – human SENP8 protease inhibitors, primary screen, biochemical, fluorescence, Nedd8 protein substrate, uHTS; Sentrin-specific protease 8 (Homo sapiens), Q96LD8; recombinant SENP8; inhibition, % at 20 µM; 360,000 tested, 0.64% active; in the data active = inhibition mostly above about 40%, no sharp cut-off; inactive = mostly below about 27%
Target sequence (Q96LD8 whole entry, looked up): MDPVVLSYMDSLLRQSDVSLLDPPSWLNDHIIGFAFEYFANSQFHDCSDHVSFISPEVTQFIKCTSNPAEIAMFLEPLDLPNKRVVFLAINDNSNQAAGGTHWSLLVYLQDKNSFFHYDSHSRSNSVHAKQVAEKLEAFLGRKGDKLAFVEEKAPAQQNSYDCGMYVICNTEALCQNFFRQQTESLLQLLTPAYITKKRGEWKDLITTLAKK
SENP1 inh – human SENP1 catalytic domain inhibitors, primary screen, biochemical, FRET, uHTS | 360,000 tested, 0.21% active | AID 624204, 2012 | Sentrin-specific protease 1 (Homo sapiens), Q9P0U3 | recombinant SENP1 catalytic domain, CyPet-SUMO1-YPet FRET cleavage | inhibition, % at 10 µM;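 active = inhibition at least 30% at 10 µM, raw YFP signal under a set limit, fluorescence ratio 0.5 to 1.5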;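 note: 0% = enzyme with DMSO and 100% = no enzyme wells; some results filed as inactive read as strong as hits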
Target sequence (Q9P0U3 419-644 limits assumed): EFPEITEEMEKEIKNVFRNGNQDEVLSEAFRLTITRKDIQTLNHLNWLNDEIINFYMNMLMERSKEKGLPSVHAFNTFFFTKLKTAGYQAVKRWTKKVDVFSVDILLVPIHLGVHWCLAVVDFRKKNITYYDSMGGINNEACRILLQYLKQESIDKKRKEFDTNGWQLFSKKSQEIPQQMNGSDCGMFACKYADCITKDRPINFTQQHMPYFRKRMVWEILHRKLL
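Material: hSENP1 catalytic domain, recombinant; medium: Tris pH 8 with BME, BSA, NP40 and catalase; compound: single concentration of 10 µM compound, 0.5% DMSO final; technique: FRET read of cyan and yellow fluorescence; timing: 50 min enzyme reaction, room temperature, light-protected; reagent: SFCypet-SUMO1-SFYpet substrate at 25 nM; control set: no-enzyme low, enzyme-DMSO high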
* = called active by the depositor; i = inactive; nt = no result given. These rows are one share of the data; the hit share may differ from the screen's.

SMILES	PfGluPho inh	SENP8 inh	SENP1 inh
COc1ccc(-c2csc(C(C)(O)c3cccc(F)c3)n2)cc1OC (stereo not drawn)	nt	14	0
CC(O)(c1ccc(F)c(F)c1)c1nc(-c2csc3ccccc23)cs1 (stereo not drawn)	nt	18	-2
OC(c1ccc(Cl)cc1)c1ncc(-c2ccc(Cl)cc2)[nH]1 (stereo not drawn)	nt	12	0
COc1ccc(CCNC(=O)Nc2nc(C(N)CCc3ccccc3)cs2)cc1OC (stereo not drawn)	nt	19	0
CCOC(=O)C1(C)CCN1C(=O)c1ccc(OC)cc1OC (stereo not drawn)	nt	-5	1
CCCNC(=O)C1(C)CCCN(Cc2cc(-c3ccccc3)n(C)n2)C1 (stereo not drawn)	nt	8	3
COc1ccc(CN2CCC(C(=O)NC(C)c3cccc4ccccc34)CC2)cc1 (stereo not drawn)	nt	20	0
O=C1C(=Cc2cn(-c3ccccc3)nc2-c2ccc(OCc3ccccc3F)cc2)SC(=S)N1CCS(=O)(=O)O	nt	23	-8
OC(c1ccccc1)c1ncc(-c2ccc(C(F)(F)F)cc2)[nH]1 (stereo not drawn)	nt	12	2
CCN(CC)C(=O)c1cccc(-c2csc(C(NC(C)=O)c3ccc(F)c(F)c3)n2)c1 (stereo not drawn)	nt	5	2
CC1(C(=O)Nc2ccc3nc[nH]c3c2)CCN1C(=O)C1(c2ccccc2)CC1 (stereo not drawn)	nt	9	1
Cn1cncc1C#Cc1ccc(N2C(c3ccsc3)=Cc3ccc(F)cc3C2c2c[nH]c3ccccc23)cc1 (stereo not drawn)	nt	-385	-21
O=C(c1[nH]c(C(F)(F)F)nc1-c1ccccc1)N1CCCN(Cc2ccc(F)cc2)CC1	nt	18	0
CCCN1CCC(C)(C(=O)Nc2cccc(OC(C)C)c2)C1 (stereo not drawn)	nt	14	-1
CCC(=O)N1CCCC(C)(C(=O)Nc2nccc3cccnc23)C1 (stereo not drawn)	nt	14	0
CN1CCN(C(=O)C[C@H]2CC[C@H]3[C@@H](COC[C@@H](O)CN3Cc3cccc(F)c3)O2)CC1	nt	17	3
CSCc1cc(C(=O)NC2CC2)c(N)s1	nt	7	-14
CCCCNC(=O)C1c2ccccc2OCC(=O)N1CCOC (stereo not drawn)	nt	5	-2
Cc1nc2ccc(C(=O)N(C)Cc3ccco3)cn2c1N(C)C(=O)CCc1ccccc1	nt	-28	-1
CC(=O)N1CCN(C(C(=O)Nc2c(C)cccc2C)c2cccc(F)c2)CC1 (stereo not drawn)	nt	13	4
CCCCCc1c(-c2ccccc2OC)ncn1CCc1ccccc1OC	nt	6	1
COc1ccc(NC(=O)C2Cc3c(-c4ccccc4Oc4ccccc4)ccnc3O2)cn1 (stereo not drawn)	nt	14	1
COCCNC(=O)C1(C)CCN(C(=O)c2cc(C)nn2C(C)(C)C)C1 (stereo not drawn)	nt	11	4
OC[C@@H]1CN(CCN2CCOCC2)C[C@H](n2cnc3c(NC4CCC4)ncnc32)O1	nt	3	0
CC(=O)Oc1ccccc1Cn1c(C)c(C(=O)N(C)Cc2ccc(F)cc2)sc1=O	nt	0	-1

A different layout for some results above.
structure,PfGluPho inh,SENP8 inh,SENP1 inh
O=C1C(=Cc2cn(-c3ccccc3)nc2-c2ccc(OCc3ccccc3F)cc2)SC(=S)N1CCS(=O)(=O)O,nt,23,-8
OC(c1ccccc1)c1ncc(-c2ccc(C(F)(F)F)cc2)[nH]1 (stereo not drawn),nt,12,2
CCN(CC)C(=O)c1cccc(-c2csc(C(NC(C)=O)c3ccc(F)c(F)c3)n2)c1 (stereo not drawn),nt,5,2
CC1(C(=O)Nc2ccc3nc[nH]c3c2)CCN1C(=O)C1(c2ccccc2)CC1 (stereo not drawn),nt,9,1
Cn1cncc1C#Cc1ccc(N2C(c3ccsc3)=Cc3ccc(F)cc3C2c2c[nH]c3ccccc23)cc1 (stereo not drawn),nt,-385,-21
O=C(c1[nH]c(C(F)(F)F)nc1-c1ccccc1)N1CCCN(Cc2ccc(F)cc2)CC1,nt,18,0

Next section.
SMILES	PfGluPho inh	SENP8 inh	SENP1 inh
CCOC(=O)C1(C)CCCN1C(=O)c1ccc(C(=O)OC)cc1 (stereo not drawn)	nt	8	3
COc1ccc(C2=Nc3ccccc3N(C(=O)c3ccc(C(F)(F)F)cc3)C2C(=O)Nc2ccc3c(c2)OCCO3)cc1 (stereo not drawn)	nt	-12	3
O=S1(=O)N[C@@H](Cc2ccccc2)COc2cccc(N3CCC[C@H]3CO)c21	nt	2	-1
CN1C[C@@H](CO)O[C@@H](n2cnc3c(N4CCOCC4)ncnc32)C1	nt	4	2
O=C1c2cccc3cccc(c23)C(c2nc3ccccc3[nH]2)N1C1CC1 (stereo not drawn)	nt	10	-10
C#CCNC(=O)C[C@@H]1C[C@@]2(C(=O)OC)CCCCC=C2N(CCC2=CCCCC2)C1=O	nt	4	2
O=C1N(Cc2ccccc2)c2ccc(Br)cc2[C@]12C[C@H](O)CO2	nt	9	0
CCCCCCCCN1C(=O)[C@H](CC(=O)NCc2ccc(OC)c(OC)c2)C[C@@]2(C(=O)OCC)CCCC=C12	nt	19	1
CCOC1=C2[C@@H](CN(S(=O)(=O)c3ccc(C)cc3)[C@H]2c2cccc3ccccc23)[C@H]2C(=O)N(Cc3ccccc3)C(=O)[C@H]2C1	nt	10	4
CC(C)CNC(=O)c1cccc2c(-c3cccnc3)coc12	nt	4	3
CCC(=O)N1CCC1(C)C(=O)Nc1cccc2cccnc12 (stereo not drawn)	nt	5	1
CC1(Oc2cccc(C#N)c2)CCN(Cc2csc3ccccc23)C1 (stereo not drawn)	nt	8	-2
COC(=O)C[C@@H]1CC[C@H](NC(=O)Nc2ccc(F)cc2)[C@@H](CO)O1	nt	10	2
COC(=O)c1ccccc1NC(=O)CCCOc1cc(=O)n(C)c2ccccc12	nt	-13	2
CN(CCO)c1cccc2c1S(=O)(=O)N[C@@H](Cc1ccccc1)CO2	nt	13	-1
COc1ccccc1C(=O)N1CCN(C(=O)[C@H]2O[C@@H](n3ccc(N)nc3=O)[C@H](O)[C@@H]2O)CC1	nt	21	0
Cn1ccc2c(-c3ccc(CO)cc3)cc3c(c21)C1CCC3O1 (stereo not drawn)	nt	-347	-4
CCOC(=O)[C@]12CCC=C1N(Cc1ccco1)C(=O)[C@H](CC(=O)NCCCCc1ccccc1)C2	nt	10	-9
O=C(Nc1ccccc1C(=O)Nc1nccs1)c1ccccc1	nt	-70	-2
Cn1c(=O)c2cc(NC(=O)NCCc3cccs3)ccc2n1Cc1cccc(C(F)(F)F)c1	nt	i	2
COC(=O)C[C@@H]1CC[C@@H](NC(=O)c2ccccc2F)[C@@H](CO)O1	nt	6	-1
CCc1nc2ccc(C(=O)Nc3cccc(OCC(=O)N(C)C)c3)cn2c1N(C=O)Cc1ccc(OC)cc1	nt	-23	-5
CCOC(=O)C1=C[C@@H](C(C)C)N(S(=O)(=O)c2ccc(C)cc2)[C@H]1c1ccccc1F	nt	23	2
CCCCN(C(C)=O)c1c(CC)nc2ccc(C(=O)NCCOc3ccc(OC)cc3)cn12	nt	-113	2
COC(=O)[C@]12CCCCC=C1N(Cc1ccccc1)C(=O)[C@H](CC(=O)N1CCOCC1)C2	nt	14	1

The list continues:
SMILES	PfGluPho inh	SENP8 inh	SENP1 inh
N#Cc1ccc(C(=O)N2CCCCC2c2cc(C(=O)NCc3ccccc3)no2)cc1 (stereo not drawn)	nt	15	0
Cc1cc(C)cc(Cn2cc(CN3CC(N4CCCC4)CS3(=O)=O)nn2)c1 (stereo not drawn)	nt	12	3
COc1ccc(NC(=O)C(c2ccnc3ccccc23)n2c(=O)c(-c3ccccc3)nc3ccccc32)cc1 (stereo not drawn)	nt	-65	4
COC(=O)CC1N(S(=O)(=O)c2ccc(C)cc2)c2ccccc2C1(C(=O)OC)C(=O)OC (stereo not drawn)	nt	14	3
COc1ccc(OC)c(C(O)c2ncc(-c3cccc4ccccc34)[nH]2)c1 (stereo not drawn)	nt	-379	1
CN1CCN(c2ncnc3c2ncn3[C@H]2CN(Cc3ccc4c(c3)OCO4)C[C@@H](CO)O2)CC1	nt	14	1
COc1ccc(OC)c(NC(=O)C2(C)CCN2CCc2ccccc2)c1 (stereo not drawn)	nt	18	-2
COc1cc(Cn2c3ccc(NC(=O)CC(C)c4ccccc4)cc3c(=O)n2C)ccc1F (stereo not drawn)	nt	-477	4
COc1cccc(C(C(=O)NCc2ccccc2)N2CCN(c3cccc(C)c3C)CC2)c1OC (stereo not drawn)	nt	15	2
CCN(CC)C(=O)c1cccc(-c2csc(C(O)c3ccc(F)c(OC)c3)n2)c1 (stereo not drawn)	nt	9	1
COC(=O)[C@]12CCCCC=C1N(CCc1ccc(OC)c(OC)c1)C(=O)[C@H](CC(=O)NCc1ccccc1)C2	nt	15	0
CCNC(=O)C1(C)CCN(C(=O)c2ccc(C(F)(F)F)cc2)C1 (stereo not drawn)	nt	16	4
O=S1(=O)C[C@H](N2CCN(CCO)CC2)[C@@H](COCc2ccccc2)N1	nt	14	-4
COc1ccc(S(=O)(=O)NC(=O)C2(C)CCN2C(=O)COc2ccc(Cl)cc2)cc1 (stereo not drawn)	nt	20	2
Cc1cc(C)cc(C(O)c2ncc(-c3cccc(C(F)(F)F)c3)[nH]2)c1 (stereo not drawn)	nt	20	0
COc1ccc(C(O)c2nc(-c3cccc(CO)c3)cs2)cc1 (stereo not drawn)	nt	13	4
CC(=O)Nc1cc(-c2cccnc2)cn2c(-c3cccc(C(F)(F)F)c3)cnc12	nt	-334	-6
CC1(C)CC(N2CCOCC2)=CC(=S)N1	nt	15	-44
CCOC(=O)C1=C[C@@H](c2ccccc2)N(S(=O)(=O)c2ccc(C)cc2)[C@H]1c1cccc(Cl)c1	nt	-1	2
C[C@H](c1ccccc1)N1C[C@H](COCc2ccccc2)Oc2cc(N3CC[C@H](N(C)C)C3)ccc2S1(=O)=O	nt	8	0
NC(c1csc(NC(=O)Nc2cccc(C(F)(F)F)c2)n1)C1CCCCC1 (stereo not drawn)	nt	32	3
Cc1nc2ccc(C(=O)N(C)Cc3ccccc3)cn2c1N(C)C(=O)CCc1ccccc1	nt	-49	0
Cc1ccc(-c2nn(-c3ccccc3)cc2C=C2SC(=S)N(CCS(=O)(=O)O)C2=O)cc1	nt	20	-39
CC(C)C[C@H]1COc2cc(N3CC[C@@H](O)C3)ccc2S(=O)(=O)N1	nt	13	0
COCc1cccc(-c2csc(C(C)(O)c3cccc(F)c3)n2)c1 (stereo not drawn)	nt	2	1

Additional results follow.
SMILES	PfGluPho inh	SENP8 inh	SENP1 inh
Nc1sc(-c2ccccc2)cc1C(=O)NCCc1c[nH]c2ccccc12	nt	-104	1
Fc1ccc(-c2nc3c(Cl)cc(C(F)(F)F)cn3c2Cc2cccc(Cl)c2)cc1	nt	-364	-6
COc1ccc(C(NC(=O)C2CCN(CCOc3ccc(Cl)cc3Cl)CC2)c2ccccn2)cc1 (stereo not drawn)	nt	20	1
CCCC(=O)N1CCC1(C)C(=O)Nc1ccc(C)cc1 (stereo not drawn)	nt	18	0
CCN(CC)C(=O)c1cccc(-c2csc(C(C)(O)c3ccncc3)n2)c1 (stereo not drawn)	nt	10	1
COC(=O)C1=CN(c2cccc(OCc3ccccc3)c2)C(N)=C(C#N)C1c1cccc(F)c1 (stereo not drawn)	nt	-63	-5
Cc1cn([C@H]2C[C@H](O)[C@@H](CCC(=O)NCCc3cccs3)O2)c(=O)[nH]c1=O	nt	26	-3
Cn1c(=O)c2cc(NC(=O)NCc3ccc(F)cc3)ccc2n1C/C=C/c1ccccc1	nt	i	3
CCCCOCCCNC(=O)C[C@@H]1C[C@@]2(C(=O)OC)CCCCC=C2N(CCc2ccc(OC)c(OC)c2)C1=O	nt	17	-1
CCc1nc2c(OCc3ccc(OC(F)F)cc3)cccn2c1N(C)C(=O)c1cccs1	nt	12	-1
COc1ccc(C(C(=O)NC2CCCC2)n2c(C3CCN(C(C)=O)CC3)nc3ccccc32)cc1 (stereo not drawn)	nt	6	-1
O=C(NCc1ccc(Cl)cc1)N1CCN(C(=O)c2ccccc2)CC1	-11	12	1
CCC(Sc1nc2ccsc2c(=O)n1Cc1ccc(C(=O)O)cc1)C(=O)Nc1ccc(Cl)cc1 (stereo not drawn)	-26	13	0
O=C(O)C(CCc1ccccc1)N1CCOCC1 (stereo not drawn)	-3	24	0
Cc1cc(C)c(Cn2c(=O)[nH][nH]c2=O)cc1Cn1c(=O)[nH][nH]c1=O	28	18	1
C[C@H](CO)N1C[C@H](C)[C@@H](CN(C)C(=O)NC2CCCC2)Oc2cc(Br)ccc2S1(=O)=O	-21	12	0

Retrieved one by one from the entries so far (three):
SMILES	PfGluPho inh	SENP8 inh	SENP1 inh
CC(C)CNC(=O)c1cccc2c(-c3cccnc3)coc12	nt	4	3
COC(=O)CC1N(S(=O)(=O)c2ccc(C)cc2)c2ccccc2C1(C(=O)OC)C(=O)OC (stereo not drawn)	nt	14	3
COc1ccc(C(O)c2nc(-c3cccc(CO)c3)cs2)cc1 (stereo not drawn)	nt	13	4
